Runt-SMMHC FRET: blocks binding of human RUNX1 Runt domain to CBFb-SMMHC. Q01196+Q13951. Cerulean-Runt/Venus-CBFb-SMMHC FRET ratio 530/480, 1 h. inhibition, % at 20 µM. hit rate 0.74% among 220,000. AID 1434;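 active = mean inhibition across duplicate retests at 20 µM reaching about 50%, limit read from the data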;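 note: 0% = DMSO wells and 100% = wells with excess untagged CBFb-SMMHC; inhibitors lower the FRET ratio by blocking Runt binding to CBFb-SMMHC; some results filed as inactive read as strong as hits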
Target sequence (Q01196 whole entry, looked up, the tested form may be a part): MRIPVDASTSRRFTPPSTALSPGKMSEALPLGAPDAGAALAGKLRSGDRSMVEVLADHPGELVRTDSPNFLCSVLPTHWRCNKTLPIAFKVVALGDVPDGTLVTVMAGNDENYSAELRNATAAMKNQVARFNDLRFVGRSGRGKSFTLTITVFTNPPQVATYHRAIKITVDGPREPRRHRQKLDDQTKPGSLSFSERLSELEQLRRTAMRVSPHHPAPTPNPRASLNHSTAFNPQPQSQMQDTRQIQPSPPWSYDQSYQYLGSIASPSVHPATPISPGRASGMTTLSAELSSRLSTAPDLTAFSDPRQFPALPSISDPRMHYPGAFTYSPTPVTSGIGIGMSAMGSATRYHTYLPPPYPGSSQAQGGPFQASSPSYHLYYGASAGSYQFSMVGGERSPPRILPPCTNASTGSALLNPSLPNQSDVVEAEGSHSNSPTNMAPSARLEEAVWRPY
Target sequence (Q13951 whole entry, looked up, the tested form may be a part): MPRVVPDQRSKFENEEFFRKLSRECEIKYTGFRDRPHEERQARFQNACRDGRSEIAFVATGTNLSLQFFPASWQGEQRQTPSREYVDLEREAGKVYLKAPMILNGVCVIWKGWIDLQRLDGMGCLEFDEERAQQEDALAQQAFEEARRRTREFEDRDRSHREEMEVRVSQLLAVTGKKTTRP
hK5 inh: blocks human kallikrein 5 protease activity | Q9Y337 | recombinant hK5, fluorogenic AMC substrate cleavage | inhibition, % at 5 µM | hit rate 0.59% among 210,000 | AID 873;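 active = inhibition of 40% or more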;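 note: 0% = enzyme controls without compound and 100% = no-enzyme blanks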
Target sequence (Q9Y337 67-293 limits assumed): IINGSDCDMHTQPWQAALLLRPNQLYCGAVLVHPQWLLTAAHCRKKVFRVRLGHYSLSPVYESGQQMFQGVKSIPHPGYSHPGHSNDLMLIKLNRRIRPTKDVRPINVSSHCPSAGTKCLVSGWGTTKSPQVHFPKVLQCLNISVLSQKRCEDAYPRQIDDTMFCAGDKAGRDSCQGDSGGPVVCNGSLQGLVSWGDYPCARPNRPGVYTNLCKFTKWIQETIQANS
FXIa inh: factor XIa (human) inhibition | P03951 | purified FXIa, Boc-Glu-Ala-Arg-AMC fluorogenic substrate | inhibition, % at 5 µM | hit rate 0.14% among 220,000 | AID 798;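 active = inhibition of at least 40%; inactive = inhibition below 40%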;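 note: fluorescence of freed AMC excited at 355 nm; 0% = enzyme without compound and 100% = no enzyme blank; many of its hits are not listed in these tables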
FXIIa inh 1536: blocks human coagulation factor XIIa protease activity | P00748 | purified FXIIa, Boc-QGR-AMC fluorogenic substrate, 2 h | inhibition, % at 5 µM | hit rate 0.3% among 220,000 | AID 800; in the data active = inhibition above about 40%;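 note: 0% = enzyme with no compound and 100% = blank without enzyme; many of its hits are not listed in these tables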
Hck Nef HTS: inhibitors of human Hck kinase activated by Nef | inhibition, % at 20 µM | hit rate 0.68% among 220,000 | AID 463187 | Recombinant Hck-YEEI plus Nef, Z-Lyte FRET kinase assay;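 active = Hck-Nef kinase inhibition above about 50%, limit read from the data; inactive = inhibition below that limit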;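 note: 0% = DMSO with Hck plus Nef and 100% = Hck alone without Nef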
Runt-CBFb FRET: Runt domain-CBFb interaction inhibition | inhibition, % at 20 µM | hit rate 0.46% among 220,000 | Q01196+Q13951 | Cerulean-Runt/Venus-CBFb FRET ratio 530/480, 1 h;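 active = inhibition over about 50% at 20 µM in the single-dose screen, limit read from the data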;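 note: 0% = DMSO wells and 100% = excess unlabeled CBFb competitor control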
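Buffer or medium: Tris pH 7.5 buffer with BSA. Assay system: Cerulean-labeled Runt domain protein. Amount: each fluorescent fusion protein 100 nM. Read-out basis: loss of energy transfer signal. Incubation: 1 h compound exposure, room temperature. Probe or stimulus: Venus-CBFb binding partner, 100 nM. Detection: FRET, excitation 422 nm, emission at 530 and 480 nm.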
thrombin 1536: thrombin (human) inhibition. P00734. alpha-thrombin, Boc-VPR-AMC fluorogenic substrate cleavage. inhibition, % at 5 µM. hit rate 0.26% among 220,000;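 active = inhibition at or above 40%; inactive = inhibition below 40%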;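 note: 0% = enzyme with no compound and 100% = wells without enzyme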
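Material: Human alpha-thrombin protein | Buffer or medium: pH 7.5 Tris-saline with Tween 20 | Reagent: Boc-VPR-AMC substrate, 15 µM final | Schedule: Reaction at ambient temperature | Detection: AMC fluorescence at 355 nm excitation and 460 nm emission | Evaluation: Percent inhibition scaled between no-compound controls and no-enzyme blanks | Controls: no-compound enzyme wells and no-enzyme blanks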
Wee1 degr inh: inhibitors of human Wee1 degradation | HeLa Luc-Wee1K328M stability, luciferase luminescence; 100% = proteasome inhibitor MG132 effect | hit rate 1.2% among 220,000 | reporter increase, % at 5 µM;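 active = activation above the mean of all tested compounds plus 3 SD, set per screening run, cut at about 8.8% in these data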;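 note: cells exposed to compound for 20 h before luminescence read; 0% = DMSO alone and 100% = MG132 at 30 µM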
14-3-3 Bad inh: disrupts binding of bovine 14-3-3 zeta to phospho-Bad peptide | P63103 | TR-FRET 14-3-3zeta/Dy647-pBad peptide displacement, 1 h | inhibition, % at 21.7 µM | hit rate 0.71% among 220,000 | AID 781;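 active = inhibition above about 70%, limit read from the data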;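 note: 0% = full 14-3-3 plus peptide FRET controls and 100% = background without 14-3-3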
Starred values were filed as active, the others as inactive; · = no result given; [ ] = remark or other dose.

item	Molecule	hK5 inh	FXIa inh	14-3-3 Bad inh	Hck Nef HTS	Wee1 degr inh	FXIIa inh 1536	Runt-SMMHC FRET	thrombin 1536	Runt-CBFb FRET
1	COc1cc(-c2cc(C(=O)O)c3c(OC)c(OC)c(OC)cc3n2)ccc1O	-18	-10	-10	-1	1	4	5	9	1
2	Cc1ccc(-c2nc3ccccn3c2NCc2ccc3c(c2)OCO3)cc1	-10	-6	38	4	1	2	-1	-7	·
3	COC(=O)c1cccc(C23CC4(C2)[C@H](CN(Cc2ccc(C(F)(F)F)cc2)[C@@H]4c2ccccc2)C3c2ccc(Cl)nc2)c1 (stereo not given in full)	1	-1	0	14	·	4	-3	-3	0
4	Nn1c(COc2cccc(Br)c2)nnc1SCC(=O)N1CCc2ccccc2C1	-6	4	-8	3	-1	16	1	-2	-3
5	CCN(CC(O)Cn1c2ccccc2c2ccccc21)S(=O)(=O)c1ccc(F)cc1 (stereo not given)	-15	-6	-15	4	-1	-9	0	2	-3
6	CCn1c(SCc2ccc(Cl)cc2Cl)nc2nc3c(cc2c1=O)CCCC3	-4	-8	-5	1	0	0	-3	-3	-3
7	Cc1c(NC(=O)c2cc3ccccc3o2)c(=O)n(-c2ccccc2)n1C	10	-1	-3	-4	1	6	-9	0	2
8	O=C(CC1C(=O)NCCN1Cc1ccc(-c2ccccc2)cc1)NCC1CCOCC1 (stereo not given)	-2	-6	-4	19	1	4	·	-7	·
9	Cc1cccc(OCC(=O)Nc2ccc3c(c2)nc(CCN2CCN(C)CC2)n3C)c1	8	14	-9	-1	-1	21	-2	4	0
10	O=[N+]([O-])c1nn(-c2ccc(Cl)cc2)n(O)c1=NCc1ccccc1Cl	-3	-4	-14	-10	3	3	2	-4	2
11	CN1C(=O)c2ccccc2C(C(=O)O)C1c1cccc([N+](=O)[O-])c1 (stereo not given)	22	3	-5	11	1	11	3	-1	1
12	O=C(N/N=C/C=C/c1ccc([N+](=O)[O-])cc1)C1COc2ccccc2O1 (stereo not given)	3	8	-10	5	3	25	-2	2	1
13	CCOC(=O)c1nn(-c2ccccc2)c(C)c1C(C)=O	-1	-1	1	3	-2	-9	2	-11	1
14	CC(CCc1ccccc1)NC(=O)c1ccco1 (stereo not given)	11	4	0	6	2	8	0	5	0
15	Cc1ccc(S(=O)(=O)N2CCCC(C(=O)NCc3ccco3)C2)cc1Cl (stereo not given)	-13	-2	2	-9	-2	8	3	-3	-2
16	COc1ccc(Cl)cc1NC(=O)c1nc2nc(C)cc(C(F)F)n2n1	-7	4	-1[fluorescence artefact?]	2	-1	14	0	0	-4
17	COc1ccc(CC(=O)NNC(=O)COc2ccc(Br)cc2C)cc1OC	-14	-2	4[fluorescence artefact?]	2	-2	2	-2	-8	-1
18	O=C(NC(Cc1ccccc1)C(=O)O)/C(=C/c1ccco1)NC(=O)c1cccc(Br)c1 (stereo not given)	-21	3	-6	2	3	10	-2	2	7
19	N#C/C(C(=O)NCCc1ccccc1)=C1/N=C(NC(=O)c2cccs2)c2ccccc21	-18	-2	-14	1	3	5	-11	-6	9
20	O=C(Nc1ccc(S(=O)(=O)Nc2ncccn2)cc1)c1cccnc1	-15	6	-18	-1	1	17	-1	-7	-2
21	O=C(CCNS(=O)(=O)c1cccs1)N1CCc2ccccc2C1	-3	-4	-1	2	19*	13	-5	-3	-1
22	N#CC1=C(N)C(C#N)(C#N)C(c2cccnc2)C2CCCC=C12 (stereo not given)	2	3	-1	2	0	15	-34	5	-42
23	c1ccc(OCc2nn3c(C4CCCCC4)nnc3s2)cc1	-13	3	3[fluorescence artefact?]	1	-1	15	-7	7	2
24	COc1cccc(/C=N/NC(=O)CCCC(=O)NC2CCCCC2)c1	-22	7	3	6	-3	6	3	-7	0
25	O=C(O)/C=C/C(=O)NCCc1ccccc1	1	0	-3	26	-1	7	-3	31	0
26	O=C(Nn1cnnc1)c1cc2c(s1)CCCC2	-10	1	0	1	0	-4	0	-3	3
27	COc1ccc(CC(NC(C)=O)C(=O)NC2CCN(c3nnnn3-c3ccccc3)CC2)cc1 (stereo not given)	-7	-8	-3[fluorescence artefact?]	1	-2	12	-3	0	-2
28	CC(C)Cn1cc(C(=O)N2CCC(C)CC2)c2c3ccccc3n(C)c2c1=O	-4	-2	22	1	2	9	-2	1	·
29	O=C(O)c1cccc(Nc2nc(Nc3ccccc3)nc(N3CCCC3)n2)c1	2	-2	-5	20	0	6	-4	-6	-3
30	C/C(=N\N=C(N)N)c1cccc(Cl)c1	-6	0	-12	-2	-4	7	-2	3	1
31	CCN(Cc1ccccc1)C(=O)C1CCN(Cc2sccc2C)CC1	-11	3	26	4	-3	8	-3	-2	-2
32	CCOC(=O)c1csc(NC(=O)c2ccc(N3C(=O)CCC3=O)cc2)n1	-10	6	0	23	-2	3	0	-10	1
33	CCc1nnc(NS(=O)(=O)c2ccc(NC(=S)NC(=O)c3ccc(OC)c(OC)c3)cc2)s1	-16	10	-1	6	-1	11	1	1	9
34	COc1ccc(S(=O)(=O)NC(C)C(=O)Nc2ccccc2C(F)(F)F)cc1 (stereo not given)	-24	-22	-10	4	2	0	0	-2	1
35	Cn1c(=O)n(C)c2cc(NS(=O)(=O)c3ccc(Br)s3)ccc21	-10	-3	-8	5	7	0	-21	2	-8
36	COCC(=O)N(CCc1ccc(OC)cc1)Cc1nc2ccccc2c(=O)[nH]1	-20	6	-4	-1	4	21	-1	5	1
37	O=C(N/N=C/c1ccc(N2CCOCC2)cc1)c1ccc(O)cc1	-3	-1	-2	7	1	6	-12	-4	-5
38	CN(C)S(=O)(=O)c1ccc(C(=O)NCC(=O)N/N=C/c2ccco2)cc1	-1	-3	-11	22	1	11	-1	-4	-2
39	Cc1cc(C(=O)Nc2ccc(N3CCCC3)c(Cl)c2)ccc1[N+](=O)[O-]	-8	4	-9	0	2	16	-1	-1	-2
40	CCOC(=O)CN1C(=O)C(O)(C2CCc3ccccc3C2=O)c2ccccc21 (stereo not given)	-4	-1	0	7	0	18	3	0	-1
41	O=c1c(OC2OC(CO)C(O)C(O)C2O)c(-c2ccc(O)c(O)c2)oc2cc(O)cc(O)c12 (stereo not given)	20	1	-8	-2	0	8	-1	4	-6
42	CCN(CC)c1ccc(/C=N/NS(=O)(=O)c2ccc(CNC(C)=O)cc2)cc1	-28	2	-14	3	-2	10	-54	-5	0
43	O=C(CSc1nnnn1-c1ccccc1)Nc1ccc(N2CCOCC2)c(Cl)c1	24	-8	31[fluorescence artefact?]	2	3	-1	2	-4	-1
44	O=C(Nc1ccc(Cl)c(Cl)c1)Nc1nnc(-c2ccncc2)s1	-14	-1	74*	56*	7	1	-2	-6	2
45	CC(C)CNC(=O)NC1(C(F)(F)F)Oc2ccccc2O1	-5	-6	-10	19	2	4	1	-6	2
46	CC1CN(c2ncnc3c2oc2ccccc23)CC(C)O1 (stereo not given)	1	-3	62	1	4	4	-2	-2	-2
47	CCOC(=O)c1cnc2c(cnn2C)c1NCCCN(C)C	2	1	5[fluorescence artefact?]	4	-2	19	-1	3	-3
48	CC(C)(C)c1cc(OC(=O)c2ccccc2F)ccc1O	2	0	0	20	1	6	-3	-8	-3
49	COc1ccc(N(CC(=O)Nc2c(C)n(C)n(-c3ccccc3)c2=O)S(=O)(=O)c2ccc(F)cc2)cc1	-12	6	-5[fluorescence artefact?]	3	13*	15	4	-6	0
50	CC(=O)c1cccc(NC(=O)NC2CCCCC2)c1	-23	-1	-4	1	-1	11	0	-11	-2
51	CSCC[C@H](NC(=O)OC(C)(C)C)c1nnc(SCC(=O)N(C)C)o1	-12	-9	-17[fluorescence artefact?]	0	-1	-1	2	2	-4
52	COC(=O)CN(c1ccc(C)cc1)S(=O)(=O)c1ccc(F)cc1	21	8	10	13	3	18	0	-6	1
53	CCCCN1CC(C(=O)NCc2ccc(C)cc2)CC1=O (stereo not given)	6	7	-3	6	1	11	3	-2	0
54	O=C(O)C1=C[C@H](c2ccc(Br)cc2)C[C@H](OCCCCO)O1	1	2	1	11	2	8	-2	3	-1
55	Cc1nc2ncnn2c(C)c1Cc1ccccc1Cl	-7	6	4	-1	0	12	-4	2	2
56	COc1ccc(NC(=O)N2CCCC(CCC(=O)N(C)CCc3ccccn3)C2)cc1 (stereo not given)	2	-1	-14	17	0	2	·	-1	·

The listing continues.
item	Molecule	hK5 inh	FXIa inh	14-3-3 Bad inh	Hck Nef HTS	Wee1 degr inh	FXIIa inh 1536	Runt-SMMHC FRET	thrombin 1536	Runt-CBFb FRET
57	Cc1nn(-c2nnc(C)c(=O)[nH]2)c(C)c1SCC(=O)Nc1ccc(F)cc1	-28	-1	9[fluorescence artefact?]	1	-3	4	3	-5	2
58	CCCCC1(C)OC(=O)C(=Cc2ccc(N(CC)CC)cc2)C(=O)O1 (stereo not given)	-7	4	19	-1	-1	9	-35	-3	-3
59	Cc1ccc(-n2c(SCc3ccc(C#N)cc3)nnc2-c2ccccn2)cc1	-14	0	7	3	0	-4	7	8	-1
60	COCCNc1nc(N)c([N+](=O)[O-])c(NCC2CCCO2)n1 (stereo not given)	-16	5	1[fluorescence artefact?]	1	-1	10	-3	-10	0
61	CCCCN(CC)C(=O)Cc1ccc(Br)cc1	-6	3	-6	0	0	4	1	1	-8
62	NC/C(=N\O)c1ccc(Cl)cc1Cl	-28	5	-2	0	3	19	3	2	0
63	COc1ccc(OC)c(NC(=O)CC2SC(=N)N(c3ccccc3)C2=O)c1 (stereo not given)	-4	0	-4	28	0	2	-2	-7	0
64	O=C(OC1CCOC1=O)c1ccc(Cl)c(S(=O)(=O)N2CCCCC2)c1 (stereo not given)	-3	-5	4	14	2	0	0	0	0

Arranged by the number under FXIa inh (largest number first): three of the compounds above.
item	Molecule	hK5 inh	FXIa inh	14-3-3 Bad inh	Hck Nef HTS	Wee1 degr inh	FXIIa inh 1536	Runt-SMMHC FRET	thrombin 1536	Runt-CBFb FRET
60	COCCNc1nc(N)c([N+](=O)[O-])c(NCC2CCCO2)n1 (stereo not given)	-16	5	1[fluorescence artefact?]	1	-1	10	-3	-10	0
63	COc1ccc(OC)c(NC(=O)CC2SC(=N)N(c3ccccc3)C2=O)c1 (stereo not given)	-4	0	-4	28	0	2	-2	-7	0
64	O=C(OC1CCOC1=O)c1ccc(Cl)c(S(=O)(=O)N2CCCCC2)c1 (stereo not given)	-3	-5	4	14	2	0	0	0	0

(cont.)
item	Molecule	hK5 inh	FXIa inh	14-3-3 Bad inh	Hck Nef HTS	Wee1 degr inh	FXIIa inh 1536	Runt-SMMHC FRET	thrombin 1536	Runt-CBFb FRET
65	Cn1c(=O)cc(OCCCC(=O)NCc2ccc(F)cc2Cl)c2ccccc21	4	1	-12	24	-2	13	0	2	-6
66	O=C(Nc1ccccc1SCC1CSc2nc3ccccc3c(=O)n21)c1cccc(Cl)c1 (stereo not given)	-7	-9	2	0	-3	3	3	-11	-2
67	CCn1c(SCC(=O)N2CCN(S(=O)(=O)c3ccccc3)CC2)nnc1-c1cccs1	-1	5	2	0	0	14	4	3	-2
68	Fc1ccc(CO/N=C2\CCCc3nonc32)cc1	18	1	-1	9	-1	9	1	2	1
69	Cc1cc(C)n(-c2ccc(S(=O)(=O)N3CCCC3)cc2[N+](=O)[O-])n1	0	0	3	14	4	5	-1	1	0
